Assay outcomes as filed in PubChem.
CCT chaperon mod: High-Throughput Screening for Modulators of Cytosolic Chaperonin Activity | purified chaperonin ATPase assay, HTRF ADP detection, 30 min | 360,000 compounds, 0.3% hits | activity change, % (test concentration not listed), hits read low; in the data active = activity change below about -30%; note: % is set by controls: 0 for no effect and ±100 for the full control effect
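ATPase activity: ADP formed was measured by HTRF Transcreener (665/615 nm ratio) after 30 min at 37 deg C with 10 uM ATP. Compounds screened at one 76 uM concentration against 40 or 20 nM TRiC in Tris pH 7.4/KCl/MgCl2/DTT buffer.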
PLK1 PBD inh: qHTS for Inhibitors of PLK1-PDB (polo-like kinase 1 - polo-box domain): Primary Screen; Potency, µM, inactives show max response, negative = inhibition, actives largely listed as inhibitors; Serine/threonine-protein kinase PLK1 (Homo sapiens), P53350; 360,000 compounds, 2.8% hits; Plk1 PBD binding of FITC phosphopeptide, fluorescence polarization; note: potency is the fitted concentration of half-maximal effect; series mostly up to about 57 µM; % is set by controls: 0 for no effect and ±100 for the full control effect; nearly all actives have a fitted effect of over 65% in size
EPAC1 ag: qHTS for Agonist of cAMP-regulated guanine nucleotide exchange factor 3 (EPAC1): primary screen. Rap guanine nucleotide exchange factor 3 (Homo sapiens), O95398. EPAC1 agonist qHTS, biochemical assay; response scale: 100% = response to 6.5 mM cAMP. Potency, µM (highest dose often 154 µM), inactives show top-dose activation, most hits filed as activators. 360,000 compounds, 0.073% hits; note: potency is the fitted concentration of half-maximal effect; nearly all actives have a fitted effect of over 60% in size
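Nucleotide exchange assay: 100 nM EPAC1 with 250 nM Rap1B loaded with BODIPY-GDP and 50 uM GDP, room temperature. Fluorescence (480/540 nm) read every 5 min for 30 min; signal change normalized to 6.5 mM cAMP as full agonist.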
WRN helicase inh: qHTS for Inhibitors of WRN Helicase. 360,000 compounds, 0.46% hits. WRN helicase unwinding, fluorescent forked duplex, kinetic. Potency, µM (series often up to 114 µM), for the others: at the top dose activity change, negative = inhibition, usual class: inhibitors. AID 651768, 2012; note: potency is the fitted concentration of half-maximal effect; % is set by controls: 0 for no effect and ±100 for the full control effect; nearly all actives have a fitted effect of over 55% in size
Target sequence (Q14191 whole entry, looked up): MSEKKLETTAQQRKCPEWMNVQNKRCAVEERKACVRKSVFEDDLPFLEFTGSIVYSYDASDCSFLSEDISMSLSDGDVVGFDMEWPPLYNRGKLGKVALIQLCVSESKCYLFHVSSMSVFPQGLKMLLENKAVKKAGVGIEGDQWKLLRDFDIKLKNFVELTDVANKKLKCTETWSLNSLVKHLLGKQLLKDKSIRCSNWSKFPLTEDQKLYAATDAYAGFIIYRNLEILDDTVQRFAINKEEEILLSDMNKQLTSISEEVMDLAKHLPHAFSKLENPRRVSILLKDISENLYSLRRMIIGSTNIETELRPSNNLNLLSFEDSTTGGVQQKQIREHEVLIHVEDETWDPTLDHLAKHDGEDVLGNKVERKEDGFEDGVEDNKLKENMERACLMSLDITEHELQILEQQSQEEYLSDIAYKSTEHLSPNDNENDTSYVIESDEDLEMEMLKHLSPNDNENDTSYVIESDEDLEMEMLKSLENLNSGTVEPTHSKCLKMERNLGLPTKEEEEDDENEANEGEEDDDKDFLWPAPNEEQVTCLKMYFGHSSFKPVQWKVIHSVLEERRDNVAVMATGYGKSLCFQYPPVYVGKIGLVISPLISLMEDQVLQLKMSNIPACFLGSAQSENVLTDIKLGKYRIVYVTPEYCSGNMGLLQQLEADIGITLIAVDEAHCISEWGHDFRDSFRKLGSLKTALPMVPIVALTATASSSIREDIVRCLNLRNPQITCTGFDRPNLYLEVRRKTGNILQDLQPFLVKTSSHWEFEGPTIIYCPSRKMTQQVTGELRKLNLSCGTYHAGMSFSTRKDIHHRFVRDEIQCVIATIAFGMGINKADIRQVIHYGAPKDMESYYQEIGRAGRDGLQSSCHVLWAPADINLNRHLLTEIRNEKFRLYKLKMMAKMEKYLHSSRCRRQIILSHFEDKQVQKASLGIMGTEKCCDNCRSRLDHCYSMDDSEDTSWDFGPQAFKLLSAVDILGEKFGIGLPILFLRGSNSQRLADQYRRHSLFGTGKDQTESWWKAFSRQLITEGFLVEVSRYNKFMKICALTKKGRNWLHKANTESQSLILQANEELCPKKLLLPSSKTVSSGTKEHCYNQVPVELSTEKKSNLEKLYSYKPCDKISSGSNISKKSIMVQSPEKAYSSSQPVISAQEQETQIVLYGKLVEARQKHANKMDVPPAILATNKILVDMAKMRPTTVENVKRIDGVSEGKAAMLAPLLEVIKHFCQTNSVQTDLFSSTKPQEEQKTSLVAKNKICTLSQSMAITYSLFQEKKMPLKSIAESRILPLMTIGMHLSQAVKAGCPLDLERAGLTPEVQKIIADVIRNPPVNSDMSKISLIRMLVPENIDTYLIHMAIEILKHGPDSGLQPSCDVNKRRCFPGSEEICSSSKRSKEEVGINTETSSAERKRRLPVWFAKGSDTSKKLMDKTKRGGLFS
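WRN at 20 nM final was preincubated with compound for 15 min at room temperature; reaction started with 100 nM forked duplex oligonucleotide carrying fluorophore and quencher plus 2 mM ATP (final). Unwinding followed kinetically by red fluorescence (ex 525/em 598 nm).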
EPAC2 ag: qHTS for Agonist of cAMP-regulated guanine nucleotide exchange factor 4 (EPAC2): primary screen; EPAC2 activation, biochemical qHTS; response scale: 100% = 6.5 mM cAMP response; Potency, µM (doses to about 154 µM), for inactives: top-dose activation, most hits filed as activators; 360,000 compounds, 0.079% hits; AID 720711, 2013; note: potency is the fitted concentration of half-maximal effect; nearly all actives have a fitted effect of over 50% in size
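Compounds were titrated in qHTS against a Rap1B-BODIPY-GDP (250 nM) complex with EPAC2 (100 nM) and GDP (50 uM). BODIPY-GDP release tracked at 480/540 nm over 30 min at room temperature, normalized to 6.5 mM cAMP.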
PI5P4Ka inh: qHTS for Inhibitors of phosphatidylinositol 5-phosphate 4-kinase (PI5P4K); Phosphatidylinositol 5-phosphate 4-kinase type-2 alpha (Homo sapiens), P48426; PI5P4Kalpha enzyme, ADP-Glo luminescence, 60 min; hits give low values; max response, %; 330,000 compounds, 1.2% hits; AID 652105, 2013; active = max response of -50% or lower; inconclusive = between -30% and -50%; inactive = -30% or higher; note: value at the top dose of about 77 µM; % is set by controls: 0 for no effect and ±100 for the full control effect
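ADP-Glo luminescence end-point read after a 60 min room-temperature kinase reaction of PI5P4Kalpha plus substrate, initiated with ATP at 5 microM final. Buffer: 0.038 M HEPES pH 7.4, EGTA, 0.1% CHAPS, 5% DMSO.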
EPAC1 antag: qHTS for Antagonist of cAMP-regulated guanine nucleotide exchange factor 3 (EPAC1): primary screen; EPAC1 GEF assay, Rap1b-BODIPY-GDP exchange fluorescence; Potency, µM (titrated, usually from 115 µM), for the others: at the highest dose activity change, negative = inhibition, hits mostly inhibitors; 360,000 compounds, 0.14% hits;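 note: potency is the fitted concentration of half-maximal effect; plate controls were vehicle for no effect and positive control for full effect; nearly all actives have a fitted effect of over 50% in size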
IL-2 act: qHTS of IL-2 Activators. IL-2 activation reporter assay, cell-based qHTS; stimulated with anti-CD3/CD4/CD28 beads; in transgenic mouse T cells. activation, % (series mostly up to about 46 µM). 360,000 compounds, 0.065% hits; in the data active = activation above about 50%; inconclusive = mostly about 30% to 49%; note: 0% is about no effect
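Unstimulated transgenic mouse T cells; 60-min compound exposure; bead-based TCR/CD4/CD28 stimulation; 18 h culture, 37 degrees C; dual fluorescence (EGFP, DsRed) plate cytometry.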
The depositor's hits bear a star; ? = inconclusive; . = not tested or not shown; [ ] = another dose, or the depositor's remark. Unless noted, calls come from the whole dose curve; as a rule, active = well fitted curve in the direction sought with a large enough effect; inconclusive = small, poorly fitted or top-dose-only effect, or another doubt; inactive = no such curve, though single readings can be large; an effect the other way counts as inactive or inconclusive.

Codes – A = CCT chaperon mod; B = PLK1 PBD inh; C = EPAC1 ag; D = WRN helicase inh; E = EPAC2 ag; F = PI5P4Ka inh; G = EPAC1 antag; H = IL-2 act
CCCN(CCC)S(=O)(=O)c1cccc(C(=O)Nc2ccc3c(c2)OCO3)c1
  A: -0.7	B: -10%	C: 10%	D: -9%	E: 14%	F: 0	G: -9%	H: -1.3
O=C1CN(C(=O)c2cccc(F)c2)C(c2ccc(F)cc2)c2cc(F)ccc2N1 (stereo not given)
  A: -1.4	B: 3%	C: -1%	D: -4%	E: -5%	F: 3	G: ?	H: -0.1
Cc1ccc(S(=O)(=O)N(C)c2ccc(OC(=O)c3cccs3)cc2)cc1C
  A: 1.5	B: 3%	C: 8%	D: -5%	E: 6%	F: 6	G: -25%	H: 1.5
C=CCc1cc(OC)ccc1OCCOCCN1CCc2ccccc2C1
  A: 1.1	B: -9%	C: 5%	D: -13%	E: 3%	F: 16	G: ?	H: -2.0
COc1ccccc1CC(=O)N1CCC(n2nccc2NC(=O)C2CCOC2)CC1 (stereo not given)
  A: -1.1	B: -10%	C: -13%	D: 8%	E: -1%	F: 0	G: ?	H: 0.1
COc1ccc(C2=NN(CN3C(=O)C(=O)c4ccccc43)C(c3ccc(Br)cc3)C2)cc1 (stereo not given)
  A: -0.5	B: -14%	C: 14%	D: 1%	E: 9%	F: .	G: -9%	H: 2.0
CCN(CC(=O)NCc1ccc(Cl)cc1)C(=O)CSc1cc(C)ccc1C
  A: 0.3	B: -10%	C: 13%	D: -7%	E: 16%	F: 2	G: -5%	H: -0.3
CCCC1C2CN(C(C)C)CC=C2C(C#N)=C(N)C1(C#N)C#N (stereo not given)
  A: 1.1	B: ?	C: 63µM*	D: -15%	E: 56µM*	F: 0	G: ?	H: 2.3
O=c1cc(CO)oc(CN2CCN(Cc3ccccc3)CC2)c1O
  A: 0.9	B: -8%	C: 10%	D: 10%	E: 4%	F: -2	G: 4%	H: 1.4
O=C(CSc1nc2[nH]ncc2c(=O)n1-c1ccccc1Cl)N1CCCC1
  A: 1.2	B: -5%	C: 16%	D: -3%	E: 1%	F: -4	G: -2%	H: 0.6
Cc1cc(C)cc(-n2c(C)cc(/C=N\NC(=O)COc3cccc4cccnc34)c2C)c1
  A: -2.4	B: 0%	C: 4%	D: -9%	E: 3%	F: 2	G: ?	H: -0.1
COc1ccc(-c2n[nH]c3c2CN(C(=O)c2ccc(OC)c(OC)c2)CC3)cc1
  A: -1.3	B: -11%	C: 3%	D: 2%	E: 9%	F: 2	G: -14%	H: -0.2
COC(=O)c1ccc(N2C(c3cc(OC)cc(OC)c3)=Cc3ccc(OC)cc3C2CC(=O)c2ccco2)cc1 (stereo not given)
  A: -0.9	B: -6%	C: 16%	D: -7%	E: 13%	F: 5	G: -7%	H: 1.9
COc1cc(OC)c2ccc(=O)oc2c1C(CC(=O)N1CCN(c2ccccc2)CC1)c1ccc2c(c1)OCO2 (stereo not given)
  A: -2.1	B: -18%	C: -1%	D: 4%	E: 11%	F: -14	G: 3%	H: -0.6
CCn1c(SCC(=O)Nc2cccc(F)c2)nnc1-c1cc2cc(Br)ccc2o1
  A: -0.8	B: -6%	C: 5%	D: -2%	E: 12%	F: -8	G: -4%	H: -0.3
O=C1C(=Cc2ccco2)CCCC1=Cc1ccco1
  A: -1.8	B: -18%	C: 0%	D: ?	E: 6%	F: -28	G: -15%	H: 0.1
CCCCCCN1N=C(C)C(C(=O)c2ccc(Cl)cc2)C1=O (stereo not given)
  A: -0.1	B: 0%	C: -2%	D: 0%	E: 0%	F: 1	G: 2%	H: 0.3
CC(C=CC(O)=C1C(=O)CNC1=O)=C[C@@H](C)C1OC2(C)OC(C(=O)C3O[C@@]32C)C1C (stereo not given in full)
  A: -1.1	B: -8%	C: -4%	D: 0%	E: 7%	F: -1	G: -1%	H: 0.0
Cc1cccc(NC(=O)c2ccc(NCC3CCCO3)c([N+](=O)[O-])c2)n1 (stereo not given)
  A: -9.1	B: 4%	C: 1%	D: 4%	E: -4%	F: 3	G: 0%	H: 2.0
CN(c1ccc(C(=O)NCCC2=CCCCC2)cc1)S(C)(=O)=O
  A: -1.8	B: -5%	C: 5%	D: 1%	E: -4%	F: -4	G: 5%	H: 7.3
CCCNC(=O)C1(C)CCN(C(=O)c2ccccc2OC(F)(F)F)C1 (stereo not given)
  A: -1.2	B: 2%	C: -20%	D: 5%	E: -5%	F: -2	G: 10%	H: -0.7
O=C1c2ccc(Oc3ccc4c(c3)C(=O)N(CCCO)C4=O)cc2C(=O)N1CCCO
  A: -2.2	B: -7%	C: 3%	D: -25%[57.1 µM]	E: -6%	F: -4	G: 4%	H: -1.6
O=C(Nc1nc2c(s1)CCc1ccccc1-2)c1cccs1
  A: -1.6	B: -10%	C: 15%	D: -12%	E: 19%	F: -4	G: -8%	H: 0.5
O=C(COc1ccc(S(=O)(=O)NC2CCCCC2)cc1)NCc1ccccn1
  A: -0.1	B: -10%	C: 4%	D: -10%	E: 2%	F: .	G: -11%	H: -1.3
CCOC(=O)c1sc(=S)n(-c2ccc(Cl)cc2)c1C
  A: 0.1	B: -4%	C: 9%	D: -6%	E: 18%	F: -3	G: -6%	H: 0.0
CCN(CC)S(=O)(=O)c1cc(NC(=O)Cn2ncc(Cl)c(Cl)c2=O)ccc1C
  A: 0.4	B: -18%	C: 5%	D: -35%	E: 1%	F: -83*	G: ?	H: -3.0
COC(=O)c1ccc(-c2cc(CC3(C(=O)OC)CCN(C(=O)OC(C)(C)C)CC3)on2)cc1
  A: 0.5	B: -2%	C: -2%	D: 5%	E: -5%	F: -12	G: -3%	H: -0.8
COc1ccccc1-c1nc2ccccc2nc1-c1ccccc1
  A: -2.0	B: -10%	C: 5%	D: -6%	E: 17%	F: 7	G: -9%	H: -1.6
COc1ccc(-c2nc(C#N)c(NCC3CCCO3)o2)cc1OC (stereo not given)
  A: 0.8	B: 0%	C: -8%	D: -5%	E: -3%	F: .	G: 1%	H: -0.4
CC(OC(=O)/C=C/c1cccs1)C(=O)Nc1ccc(C(N)=O)cc1 (stereo not given)
  A: -0.6	B: -1%	C: -10%	D: 7%	E: 6%	F: -4	G: 19%	H: 1.8
COc1ccc(NC(=O)c2cccc(N3C(=O)C4C5C=CC(C5)C4C3=O)c2)c(OC)c1 (stereo not given)
  A: -0.2	B: -5%	C: -2%	D: -2%[57.1 µM]	E: -5%	F: -4	G: 9%	H: -0.7
O=C(Cn1sc2ccccc2c1=O)Nc1ccc(Cl)cc1
  A: -1.3	B: 5.3µM*	C: 1%	D: 9%	E: 4%	F: -82*	G: 9%	H: -3.6
CSc1ccc(OC2(C)CCN(Cc3ccc4c(c3)OCCO4)C2)cc1 (stereo not given)
  A: 0.9	B: -13%	C: 7%	D: -9%	E: 28%	F: -4	G: -9%	H: -0.5
COc1ccc(NC(=O)/C(C#N)=C/c2ccc3c(c2)n(C)c(=O)n3C)cc1
  A: -1.4	B: -10%	C: 0%	D: -6%	E: 1%	F: 0	G: -13%	H: 0.7
Nn1c(Cc2cccc3ccccc23)nnc1SCC(=O)NC1CCS(=O)(=O)C1 (stereo not given)
  A: 0.6	B: -29%	C: 6%	D: -5%	E: 4%	F: 0	G: -10%	H: -2.5
CCN(CC)S(=O)(=O)c1cccc(NC(=O)/C=C/c2cccc([N+](=O)[O-])c2)c1
  A: 3.8	B: -3%	C: 2%	D: -29%	E: 10%	F: 1	G: -8%	H: -1.0
COc1cc(C2CC(=O)Oc3c2c(=O)n(C)c2ccccc32)ccc1O (stereo not given)
  A: -0.2	B: ?	C: 0%	D: -10%[11.6 µM]	E: -6%	F: ?	G: 6%	H: 0.1
CN(C)S(=O)(=O)c1ccc(C(=O)NCC(C)(C)CN=C2NS(=O)(=O)c3ccccc32)cc1
  A: -1.7	B: -1%	C: -2%	D: 7%	E: 8%	F: 1	G: -12%	H: 0.7
O=C(c1ccc2c(c1)C(=O)N(Cc1ccco1)C2O)N1CCOCC1 (stereo not given)
  A: -1.9	B: -19%	C: -11%	D: 1%	E: 9%	F: 2	G: -5%	H: -2.3
O=C(NCc1ccccc1)c1cc(=O)c2ccccc2o1
  A: 0.8	B: -5%	C: 3%	D: -6%	E: 8%	F: 1	G: -25%	H: -1.5
CN(CC(=O)NC1CCCC1)S(=O)(=O)c1cccc(Cl)c1
  A: -4.7	B: -3%	C: -1%	D: -9%	E: 2%	F: 1	G: 0%	H: -0.3
CC(C)(C)NC(=O)C(c1ccncc1)N(C(=O)Cn1nnc(-c2ccc(F)cc2)n1)c1ccc(F)cc1 (stereo not given)
  A: -2.9	B: -16%	C: 3%	D: -18%	E: -8%	F: 2	G: 6%	H: -4.3
Cc1cccc(NC(=S)/N=C(\N)Nc2nc(C)c3ccccc3n2)c1
  A: -2.6	B: -5%	C: -3%	D: 22%	E: 6%	F: 1	G: -20%	H: 4.8
Cc1ccc(CSCCNC(=O)c2ccccc2)cc1
  A: 1.5	B: -17%	C: -4%	D: -23%	E: 13%	F: -3	G: 1%	H: -0.2

Pulled by compound from above, 3 records:
Codes – A = CCT chaperon mod; B = PLK1 PBD inh; C = EPAC1 ag; D = WRN helicase inh; E = EPAC2 ag; F = PI5P4Ka inh; G = EPAC1 antag; H = IL-2 act
COc1ccc(-c2nc(C#N)c(NCC3CCCO3)o2)cc1OC (stereo not given)
  A: 0.8	B: 0%	C: -8%	D: -5%	E: -3%	F: .	G: 1%	H: -0.4
COc1ccccc1CC(=O)N1CCC(n2nccc2NC(=O)C2CCOC2)CC1 (stereo not given)
  A: -1.1	B: -10%	C: -13%	D: 8%	E: -1%	F: 0	G: ?	H: 0.1
O=c1cc(CO)oc(CN2CCN(Cc3ccccc3)CC2)c1O
  A: 0.9	B: -8%	C: 10%	D: 10%	E: 4%	F: -2	G: 4%	H: 1.4

Some of the compounds tested, so the mix of outcomes need not match the whole.
